Source: PubChem BioAssay
PP5 inh = PP5 phosphatase inhibitors, primary screen, biochemical, fluorescence; Serine/threonine-protein phosphatase 5 (Homo sapiens), P53041; purified PP5c, OMFP substrate fluorescence; inhibition, % at 6.7 µM; AID 1987, 2009; hit rate 0.18% among 320,000;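 active = inhibition above the campaign's mean inhibition across all tested compounds plus 3 SD, cut at about 9.5% in these data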;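 note: 0% = DMSO only and 100% = 100 µM cantharidin control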
Target sequence (P53041 whole entry, looked up): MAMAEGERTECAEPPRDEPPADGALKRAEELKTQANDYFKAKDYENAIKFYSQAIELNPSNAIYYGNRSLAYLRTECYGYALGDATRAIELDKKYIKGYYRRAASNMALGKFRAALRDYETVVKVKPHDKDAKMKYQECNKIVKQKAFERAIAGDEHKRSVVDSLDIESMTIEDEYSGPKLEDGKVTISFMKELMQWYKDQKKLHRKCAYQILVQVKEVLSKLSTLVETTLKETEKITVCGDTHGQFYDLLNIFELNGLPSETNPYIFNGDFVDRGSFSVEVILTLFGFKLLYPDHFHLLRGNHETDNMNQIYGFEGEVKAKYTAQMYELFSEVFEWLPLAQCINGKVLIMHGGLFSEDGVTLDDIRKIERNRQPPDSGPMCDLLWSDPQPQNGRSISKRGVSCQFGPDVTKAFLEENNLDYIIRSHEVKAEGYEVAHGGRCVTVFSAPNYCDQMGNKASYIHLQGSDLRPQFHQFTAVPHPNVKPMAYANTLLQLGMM
HCV core dimer = inhibitors of HCV core protein dimerization, primary screen, biochemical, TR-FRET, high-throughput; TR-FRET GST/Flag-core106 dimerization, 1536-well; inhibition, % at 5 µM; hit rate 0.33% among 300,000;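 active = inhibition above the mean of all tested compounds plus 3 SD, set per screening campaign, cut at about 45% in these data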
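Assay system: Tagged HCV core106 pair (GST and Flag) | Buffer or medium: KF-containing HEPES buffer, pH 7.45, DTT, CHAPS, BSA | Also added: Eu donor and XL665 acceptor anti-tag antibodies | Dosing: One concentration, 5 µM, in 0.5% DMSO | Timing: 4 h at 22.5 °C | Technique: TR-FRET 671 and 617 nm emission | Repeats: Singlicate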
VLA-4 inh = inhibition in human VLA-4 binding assay, primary screen, VLA-4 allosteric modulator project, MLPCN library, flow cytometry, VLA-4 expressing cells | Integrin alpha-4 (Homo sapiens), P13612 | ligand binding flow cytometry | inhibition, % (about 7 µM as worked out from the volumes in the protocol) | hit rate 0.2% among 330,000 | AID 2557, 2010; in the data active = inhibition above about 50%
proCasp7 act = procaspase-7 activators, primary screen, counter-screen for procaspase-3 activator project, biochemical, absorbance, HTS, human; Caspase-7 (Homo sapiens), P55210; recombinant procaspase-7, Ac-DEVD-pNA absorbance 405 nm; D23A/D198A/D206A triple mutant, cannot self-cleave; scale: DMSO 0, 5 µM enzyme 100; activation, % at 8.5 µM; hit rate 0.093% among 330,000;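 active = percent activation above the screen-wide mean plus 3 SD, cut at about 25% in these data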
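Replicates: singlicate. Assay system: Procaspase-7 triple mutant (PC-7 D3A). Signal: 405 nm absorbance of p-nitroaniline. Times: 1 h preincubation, 2 h reaction. Buffer or medium: Zinc-free HEPES pH 7.4 with 300 mM NaCl, 0.01% Triton X-100. Also added: DEVD-pNA substrate. Benchmarks: DMSO wells as 0%, DMSO with 5 µM added PC-7 as 100%.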
JMJD2C inh = inhibitors of GASC-1 histone demethylase, primary screen, biochemical, fluorescence, DELFIA europium | Lysine-specific demethylase 4C (Homo sapiens), Q9H3R0 | GST-JMJD2C(1-420) H3K9me3 demethylation | inhibition, % at 2.35 µM | hit rate 0.069% among 330,000 | AID 2099, 2009;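 active = more than half of a compound's replicate wells show inhibition beyond 50%, single wells judged on their own value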;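 note: signal counts dimethyl H3K9 product captured on neutravidin plate; 0% = median of DMSO wells and 100% = 0.3 times that DMSO median; strong numbers were not always called active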
proCasp3 act = activators of human procaspase-3 D3A mutant, primary screen, biochemical, absorbance, PC-3 D3A mutant, single concentration. recombinant procaspase-3 D3A, Ac-DEVD-pNA absorbance 405 nm. hit rate 0.11% among 330,000. Caspase-3 (Homo sapiens), P42574. activation, % at 8.5 µM;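 active = activation above the mean of all tested compounds plus 3 SD, cut at about 21% in these data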;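 note: 0% = DMSO alone and 100% = DMSO wells spiked with extra 5 µM PC-3 D3A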
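Evaluation: percent activation relative to control range; Material: Procaspase-3 D3A mutant, all three cleavage aspartates alanine; Compound: single dose, 8.5 µM nominal compound, 0.8% DMSO; Replication: one well per compound; Signal: absorbance at 405 nm, 0 and 120 min; Schedule: 1 h preincubation plus 2 h reaction at 25 °C.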
PP1 inh = PP1-alpha phosphatase inhibitors, primary screen, counter-screen for PP5 inhibitor project, biochemical, fluorescence, OMFP substrate, single point. Serine/threonine-protein phosphatase PP1-alpha catalytic subunit (Homo sapiens), P62136. inhibition, % at 6.7 µM. AID 2235, 2010. hit rate 0.9% among 320,000. purified PP1alpha;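 active = inhibition above the mean inhibition of all tested compounds plus 3 SD, computed separately for each screening campaign, cut at about 15% in these data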
Target sequence (P62136 whole entry, looked up): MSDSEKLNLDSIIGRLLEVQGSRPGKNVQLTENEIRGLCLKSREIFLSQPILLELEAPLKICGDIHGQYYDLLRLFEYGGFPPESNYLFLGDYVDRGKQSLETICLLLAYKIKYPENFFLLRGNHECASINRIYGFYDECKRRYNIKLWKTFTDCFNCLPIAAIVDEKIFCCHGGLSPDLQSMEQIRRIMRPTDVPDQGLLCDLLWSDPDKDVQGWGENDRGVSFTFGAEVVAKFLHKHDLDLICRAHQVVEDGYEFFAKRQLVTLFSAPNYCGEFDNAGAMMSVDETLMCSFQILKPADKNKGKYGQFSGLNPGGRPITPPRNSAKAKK
GRK2 inh = compounds blocking aptamer binding on GRK2 – biochemical, human GRK2, bead flow cytometry, HTS, primary screen; Beta-adrenergic receptor kinase 1 (Homo sapiens), P25098; FAM-aptamer displacement from GRK2; inhibition of aptamer binding, % at 10 µM; hit rate 0.59% among 330,000; AID 488847, 2010;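 active = inhibition of aptamer binding above 40%, roughly 3 SD of noise, on plates passing a quality check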;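 note: median bead fluorescence of bound FAM aptamer so fluorescent compounds give negative values; no value below 0 was filed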
Fh CTSL1 inh = Fasciola hepatica cathepsin L1 inhibitors, primary screen, counter-screen for PFM18AAP inhibitor project, biochemical, QFRET, fluorogenic peptide substrate; recombinant F. hepatica cathepsin L1, Z-Leu-Arg-MCA fluorescence; inhibition, % at 5.96 µM; hit rate 0.49% among 300,000; AID 1906, 2009;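 active = inhibition above the mean of all tested compounds plus 3 SD, set per screening campaign, cut at about 17% in these data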;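 note: 0% = plate median of test compound wells and 100% = 1 µM Z-Phe-Ala-diazomethylketone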
* = called active by the depositor; · = not tested or not shown. Hits appear at their usual frequency, and some 2.6% of all compounds hit somewhere here.

Under each structure – PP5 inh	HCV core dimer	VLA-4 inh	proCasp7 act	JMJD2C inh	proCasp3 act	PP1 inh	GRK2 inh	Fh CTSL1 inh
O=[N+]([O-])c1ccc(Oc2cccc(Br)c2)c2ccncc12
 : 0.9	7	-12	-4	1	3	3	0	-1
Cc1ccc(CNC(=O)CN(C)S(=O)(=O)c2cccs2)cc1
 : 0.9	-4	-8	4	-15	6	-3	1	-5
CC1=C(C(=O)Nc2cccc(C(=O)NC3CCCCC3C)c2)SCCO1 (centres undefined)
 : -0.7	1	4	5	3	6	-3	3	3
O=C(Nc1ccc(S(=O)(=O)N2CCCCC2)cc1)C1CC(=O)N(Cc2ccccc2)C1 (centres undefined)
 : 2.6	-7	-2	6	2	-4	-4	2	15
O=C(Cn1cnc2cc([N+](=O)[O-])ccc2c1=O)NCCc1ccc(Cl)cc1
 : 1.6	4	-3	6	-19	5	-1	0	1
O=C(Nc1ccc(NC(=O)c2ccncc2)cc1)c1ccncc1
 : -0.4	1	-4	-6	1	0	-1	1	1
CCN(Cc1cnn(C)c1)C(=O)C1CCC(=O)N(CCc2ccc(OC)cc2)C1 (centres undefined)
 : -0.1	0	9	6	3	11	-5	0	-7
CC1CC(N(C(=O)c2ccco2)c2ccccc2)c2ccccc2N1C(=O)c1ccco1 (centres undefined)
 : 2.5	7	3	9	-5	-2	-2	0	2
CSc1nnc(-c2ccc(NC(=O)CCc3ccccc3)cc2)n1C
 : -6.8	-13	-6	-6	-4	-19	3	0	7
Cc1c(C(=O)N(C)CCCCN2CCOCC2)oc2c(F)cccc12
 : 0.5	9	5	1	-41	-6	-3	1	4
Cc1cc(C)n2nc(SCCOc3ccc(F)cc3)nc2n1
 : 0.3	3	5	19	0	-11	-6	0	-5
COc1ccc(N2C(N)=C(C#N)C(c3cccnc3)C3=C2CC(C)(C)CC3=O)cc1 (centres undefined)
 : 0.4	-3	4	8	-1	-1	-2	0	-4
O=C(COC(=O)c1cc(Cl)ccc1O)Nc1ccc2c(c1)OCCO2
 : 0.0	·	5	-9	5	-4	-4	0	·
O=C(NNC(=O)C1CCCCC1)c1ccc(Br)cc1
 : 0.4	-1	11	-5	3	17	-1	5	1
CCOc1ccc(S(=O)(=O)NC(C)C(=O)NCc2cccnc2)cc1 (centres undefined)
 : -1.4	-2	6	5	-2	0	-3	1	-3
COc1ccc(CCNC(=O)CSc2nc(C)nc3c2c(=O)n(C)c(=O)n3C)cc1OC
 : 3.1	-10	-27	7	3	-4	-1	4	2
Cc1cc(C)cc(C(=O)NCC(=O)N2CCN(C(c3ccccc3)c3ccccc3)CC2)c1
 : 2.0	17	-5	-4	1	5	4	1	-1
O=C(CSc1nnc(-c2ccncc2)n1Cc1ccco1)OC1CCCCC1
 : -2.6	3	-9	2	1	-5	-1	0	-3
COc1ccc(C(=O)N2CCCC(c3nc(-c4cccs4)no3)C2)cc1 (centres undefined)
 : 2.4	5	3	-2	4	-5	1	1	0
CC(Nc1nc(-c2cccc(Br)c2)cs1)c1nc2cc(Cl)c(N3CCCCC3)cc2n1CCOCCO (centres undefined)
 : 1.8	5	10	-4	-13	1	1	3	-1

Reprinted from the part before: 2 compounds, followed by the next part.
Under each structure – PP5 inh	HCV core dimer	VLA-4 inh	proCasp7 act	JMJD2C inh	proCasp3 act	PP1 inh	GRK2 inh	Fh CTSL1 inh
COc1ccc(C(=O)N2CCCC(c3nc(-c4cccs4)no3)C2)cc1 (centres undefined)
 : 2.4	5	3	-2	4	-5	1	1	0
CC(Nc1nc(-c2cccc(Br)c2)cs1)c1nc2cc(Cl)c(N3CCCCC3)cc2n1CCOCCO (centres undefined)
 : 1.8	5	10	-4	-13	1	1	3	-1
CC(=O)Nc1ccc(NC(=O)C(C)NC(C)c2cccc3ccccc23)cc1 (centres undefined)
 : 1.3	-3	-1	-7	4	-4	2	0	-1
CCN(CC(=O)Nc1c(F)cccc1F)C(=O)C1CC(=O)N(c2ccc3c(c2)OCCO3)C1 (centres undefined)
 : -2.0	-2	11	4	-20	-2	-3	2	-2
Cc1ccc(C(=O)N/N=C\c2ccc(-c3ccc(Cl)c(Cl)c3)o2)cn1
 : -0.3	4	-6	-8	-4	-9	4	1	0
Cc1onc(-c2ccccc2Cl)c1C(=O)O/N=C(\N)c1ccc([N+](=O)[O-])o1
 : -0.1	6	7	3	17	2	-5	1	9
Cc1cc(C)c(C#N)c(SCC(=O)Nc2ccc(S(=O)(=O)Nc3onc(C)c3C)cc2)n1
 : -1.9	9	0	7	-1	6	-5	0	3
O=C(CCN1C(=O)COc2ccccc21)NCCC1=CCCCC1
 : 1.9	-2	5	-1	2	9	-2	0	0
O=C(CSC1=NS(=O)(=O)c2ccccc2N1)Nc1nccs1
 : 2.0	-1	1	-6	-9	5	-5	0	4
COC(=O)c1c(NC(=O)c2ccco2)sc2c1CCC2
 : 1.6	12	92*	-10	1	3	-5	1	4
CCOC(=O)Cn1cnc2c(nnn2-c2ccc(OC)cc2)c1=O
 : -2.2	2	-5	1	-3	6	-8	7	-1
O=C(CCCn1c(=S)[nH]c2ccccc2c1=O)NC1CCCCC1
 : 0.0	-5	5	0	-1	2	2	0	-4
CC(NC(=O)CCc1nnc(-c2ccc(-c3ccccc3)cc2)o1)c1nccs1 (centres undefined)
 : 1.8	1	-2	-4	-8	-2	-6	0	-4
CCOC(=O)c1oc2ccccc2c1NC(=O)c1ccc(S(=O)(=O)N(C)C)cc1
 : 1.2	2	2	-2	-5	3	-2	0	2
COc1ccc(CCNC(=O)c2cc(=O)c3cc(C)ccc3o2)cc1
 : 3.5	13	-6	9	-1	7	0	3	-2
Cc1ccc(NS(=O)(=O)c2ccc(C(=O)NCc3ccc(S(N)(=O)=O)cc3)cc2)cc1
 : ·	·	0	11	2	-1	·	2	·
CCN(CC)CC(=O)N1N=C(c2cccs2)CC1c1ccco1 (centres undefined)
 : 1.4	-2	10	3	-6	4	-4	2	-1
C/C(CC1CC(C)OC1=O)=N\NC(N)=S (centres undefined)
 : 1.1	9	-2	1	-1	1	4	0	6
CC(Oc1ccc2ccc(=O)oc2c1)C(=O)NCC1CCC(C(=O)O)CC1 (centres undefined)
 : 5.5	0	2	8	37	8	-2	2	0
COc1ccc(-n2nc([N+](=O)[O-])c(=NCCc3ccc(C)cc3)n2O)cc1
 : 5.0	6	2	-3	14	5	3	6	-3
Cn1c(N)c(C(=O)CSc2nnc(Cc3cccs3)n2C2CC2)c(=O)n(C)c1=O
 : -0.8	·	10	3	1	5	-4	0	·
COc1ccc(-c2cc(C(=O)OCc3ccccn3)c3ccccc3n2)cc1
 : 0.9	-1	18	13	-21	8	-2	2	-2
CN(C)S(=O)(=O)c1cccc(NC(=O)COC(=O)c2cccnc2Cl)c1
 : ·	·	-5	5	0	0	·	2	·
Cc1ccc(CNC(=O)COC(=O)c2nc(-c3ccccc3)oc2C)cc1
 : -1.2	·	-5	7	7	-1	-3	2	·
CN(CC(=O)NC1CCN(Cc2ccccc2)CC1)S(=O)(=O)c1ccc(Cl)cc1
 : 1.0	·	21	4	-36	3	-2	0	·
CCn1c(-c2ccccc2)csc1=Nc1ccc(O)cc1
 : 4.2	-1	11	-1	5	-13	1	0	1
COc1ccc(NC(=O)C2CCCN2C(=O)NCc2ccccc2)c(OC)c1 (centres undefined)
 : -1.0	-6	5	-2	-4	3	-3	1	-2
CCOC(=O)c1cc(=O)n2c(nc3ccccc32)[nH]1
 : 1.6	8	40	3	10	12	-2	0	1
Cc1c(Cl)cnc(NC(=O)COC(=O)c2ccncc2)c1Cl
 : 0.6	·	0	-3	-3	5	-3	5	·
Cc1ccc(N2CC(O)Cn3c2nc2c3c(=O)n(C)c(=O)n2C)cc1 (centres undefined)
 : 0.9	1	2	3	-4	2	3	0	-5
CC(C)NC(=O)N(C)C[C@H]1Oc2ccc(NS(=O)(=O)c3ccc(F)cc3)cc2C(=O)N([C@H](C)CO)C[C@@H]1C
 : ·	·	3	2	·	1	·	4	·
Cn1cccc1C(=O)NCC(c1ccc(F)cc1)N1CCOCC1 (centres undefined)
 : -1.6	5	-80	0	-8	-1	-5	0	4
Cc1cc(Cl)c(S(=O)(=O)NCc2ccccc2)cc1OCC(N)=O
 : -1.1	-2	4	6	-4	4	0	0	1
CN(C)C(=C(C#N)C#N)N1CCN(c2ccc(Cl)c(Cl)c2)CC1
 : 5.4	-2	-6	-3	-10	2	-6	0	1
COC(=O)CSc1nc(C)c(C(C)=O)cc1C#N
 : -2.8	1	-8	1	4	1	0	0	-1
Cc1ccc(C(C(=O)NC2CCCCC2)N(CC2CCCO2)C(=O)CCCC(=O)Nc2ccccn2)cc1 (centres undefined)
 : 2.8	-13	-8	-4	-2	1	1	3	-33
